Screens: PubChem, several laboratories
TNAP inh no acc: human TNAP enzyme inhibitors, primary screen, biochemical, luminescent, no phosphate acceptor, uHTS. hit rate 0.26% among 200,000. Alkaline phosphatase, tissue-nonspecific isozyme (Homo sapiens), P05186. AID 1012, 2008. purified TNAP, CDP-star luminescence, 30 min. inhibition, % at 20 µM;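 active means tissue-nonspecific alkaline phosphatase inhibition above about 50% at 20 µM in the single-dose screen, limit read from the data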;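 further: 0% = DMSO negative control and 100% = EDTA positive control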
PMI act: activators of human PMI, primary screen, biochemical, fluorescence intensity, near-Km mannose 6-phosphate; hit rate 0.005% among 190,000; activation factor at 20 µM; purified human PMI, coupled resazurin fluorescence, 20 min; hits give high values; 1 = vehicle control, 0 substrate-free wells; Mannose-6-phosphate isomerase (Homo sapiens), P34949;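 active means activation factor of 2 or more at 20 µM, relative to plate controls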
PMI act satM6P: human PMI activators, high substrate, primary screen, biochemical, fluorescence intensity, near-saturating mannose 6-phosphate. Mannose-6-phosphate isomerase (Homo sapiens), P34949. coupled PMI enzyme assay, resazurin fluorescence, 20 min; hits give high values; 1 = untreated enzyme, 0 = substrate-free blank. activation factor at 20 µM. hit rate 0.34% among 190,000. AID 1216, 2008;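 active means activation factor of 2 or more at 20 µM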
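Material: human phosphomannose isomerase with PGI, G6PDH, diaphorase coupling enzymes; amount: PMI at 15 ng/mL final; also added: Mannose-6-phosphate 1.0 mM (near-saturating) plus 0.22 mM NADP+; incubation: enzyme reaction with compound 20 min at room temperature; signal: resorufin fluorescence (Ex 544/Em 590 nm) from resazurin via diaphorase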
Diaphorase inh: diaphorase inhibitors and chemical oxidizers, primary screen, counter-screen for diaphorase-coupled primary assays, biochemical, uHTS, resorufin fluorescence | diaphorase resazurin-to-resorufin fluorescence, NADH, 16 min; bacterial (C. kluyveri) enzyme, not human | inhibition, % at 20 µM | hit rate 0.69% among 190,000;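 active means primary screen inhibition at 20 µM above a set limit, cut at about 50% in these data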;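 further: plate controls were DMSO with full reaction for no effect and wells lacking NADH for full effect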
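Benchmarks: positive control wells lacking NADH, neutral wells with DMSO only. System: bacterial diaphorase enzyme (C. kluyveri). Input: 0.14 U/mL diaphorase, enzyme working solution. Detection: resorufin fluorescence, excitation 544 nm, emission 590 nm. Times: 16-min room-temperature incubation before reading.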
Efa HMGR inh: inhibitors of E. faecalis class II HMGR, primary screen, biochemical, Enterococcus faecalis | HMG-CoA reductase (Enterococcus faecalis, mvaE) | purified E. faecalis HMGR, NADPH absorbance 340 nm kinetic | inhibition, % at 10 µM | hit rate 0.41% among 190,000 | AID 1066, 2008;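 active means inhibition above a set limit, the median over all tested compounds plus 3 SD, cut at about 9.5% in these data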;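 further: enzyme runs in reverse so mevalonate oxidation gives rising NADPH absorbance; 0% = complete reaction with DMSO and 100% = background rate lacking mevalonate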
TNAP act hiacc: TNAP activators at high phosphate acceptor level, primary screen, biochemical, luminescence, uHTS; Alkaline phosphatase, tissue-nonspecific isozyme (Homo sapiens), P05186; purified TNAP, CDP-star luminescence, 1 M DEA, 30 min; hits give high values; 0 = EDTA background, 1 = DMSO-only activity; activation factor at 20 µM; 200,000 tested, under 10 active;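 active means activation factor at least 2 at 20 µM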
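system = human TNAP | amount = enzyme diluted 1/800 final | reagent = 100 µM CDP-star substrate | signal = luminescent substrate turnover signal | dosing = one dose, 20 µM | benchmarks = EDTA negative control, DMSO positive control | measure = activation factor | timing = 30 min reaction, room temperature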
TNAP inh hiacc: human TNAP enzyme inhibitors, primary screen, biochemical, luminescent, high phosphate acceptor level, uHTS; purified TNAP, CDP-star luminescence, 1 M DEA; inhibition, % at 20 µM; hit rate 0.03% among 200,000; AID 1135, 2008;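 active means over 50% inhibition of tissue-nonspecific alkaline phosphatase at 20 µM in the single-dose screen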;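 further: plate controls were DMSO wells for no effect and EDTA-quenched wells as full inhibition for full effect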
G6PDH CS: L. mesenteroides G6PDH inhibitors, counter-screen for G6PDH-coupled screening assays, biochemical, Leuconostoc mesenteroides enzyme; glucose-6-phosphate dehydrogenase [Leuconostoc mesenteroides]; Purified L. mesenteroides G6PDH, diaphorase/resazurin coupled fluorescence, 45 min; inhibition, % at 5 µM; hit rate 0.12% among 200,000; in the data active means inhibition above about 50%
Diaphorase act: compounds boosting diaphorase resazurin reduction – biochemical, uHTS, resorufin fluorescence, counter-screen for diaphorase-coupled primary assays, primary screen; hit rate 0.005% among 190,000; activation factor at 20 µM; Diaphorase/resazurin coupled assay, 16 min; hits give high values; 1 = vehicle wells, 0 = NADH-free wells;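 active means diaphorase activity raised at least twofold by the compound at 20 µM; inactive means activation factor below 2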
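Test system: Clostridium kluyveri diaphorase, purified enzyme; input: enzyme 0.07 U/mL final; buffer or medium: 50 mM HEPES pH 7.4 with 4.542 mM MgCl2, 0.005% Tween 20; also added: 0.114 mM NADH and 0.1 mM resazurin, final amounts; schedule: 16 min enzyme reaction, ambient temperature; technique: fluorescence of resorufin, 544 nm excitation, 590 nm emission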
FLuc act counter: FLuc activators, initial screening, artefact control for FLuc-dependent activation tests, biochemical, ATPlite luminescence | Luciferin 4-monooxygenase (Photinus pyralis), P08659 | ATPlite luciferase biochemical, 10 min; 0 = ATP-free wells, 1 = DMSO control | activation factor at 10 µM | 200,000 tested, under 10 active;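 active means luciferase activation factor, scaled between plate controls, of at least 2 with compound at 10 µM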
Target sequence (P08659 whole entry, looked up): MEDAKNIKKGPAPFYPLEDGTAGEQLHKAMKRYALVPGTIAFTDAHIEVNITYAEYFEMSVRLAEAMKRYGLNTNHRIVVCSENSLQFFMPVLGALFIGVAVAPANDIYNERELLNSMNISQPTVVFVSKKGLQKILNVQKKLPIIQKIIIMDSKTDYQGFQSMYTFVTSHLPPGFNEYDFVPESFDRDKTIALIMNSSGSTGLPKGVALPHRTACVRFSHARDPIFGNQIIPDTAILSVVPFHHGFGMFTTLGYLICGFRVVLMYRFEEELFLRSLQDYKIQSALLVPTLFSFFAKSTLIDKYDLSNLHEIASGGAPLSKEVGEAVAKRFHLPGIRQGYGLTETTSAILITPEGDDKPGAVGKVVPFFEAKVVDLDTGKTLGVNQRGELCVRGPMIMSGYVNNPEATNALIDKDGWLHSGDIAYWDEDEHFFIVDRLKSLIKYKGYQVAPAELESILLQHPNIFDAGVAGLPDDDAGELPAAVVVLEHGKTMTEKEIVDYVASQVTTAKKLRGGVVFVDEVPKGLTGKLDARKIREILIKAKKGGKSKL
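Material: luciferase plus luciferin reagent, cell-free. Medium: PBS buffer for ATP. Also added: ATP substrate, dispensed from a 10.24 µM working solution in PBS. Doses: test compounds dosed from 2 mM stocks in 100% DMSO. Incubation: 10 min post-reagent at room temperature. Technique: light output (luminescence). Read-out basis: luminescence gain marking luciferase activators.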
The depositor's hits bear a star; / = no result given.

Screens by letter – A = TNAP inh no acc; B = PMI act; C = PMI act satM6P; D = Diaphorase inh; E = Efa HMGR inh; F = TNAP act hiacc; G = TNAP inh hiacc; H = G6PDH CS; I = Diaphorase act; J = FLuc act counter
CCOC(=O)c1cnc2ccc(OCC)cc2c1N(C)Cc1ccccc1
  A: 3 | B: 0.7 | C: 0.7 | D: 0 | E: -2 | F: 1 | G: 1 | H: -15 | I: 1 | J: 1
O=C(Nc1ccc(N2CCOCC2)c(Cl)c1)c1ncn[nH]1
  A: -8 | B: 0.9 | C: 0.9 | D: 10 | E: 0 | F: 1 | G: 1 | H: 2 | I: 0.9 | J: 0.7
CC(=O)n1c2c(c3ccccc31)OC(N)=C(C#N)C2c1cccc(Cl)c1Cl (stereo not drawn)
  A: 1 | B: 1 | C: 1 | D: 1 | E: -11 | F: 1 | G: 2 | H: -20 | I: 1 | J: 1
CCCCc1nc2ccccc2c(NC(=O)CNC(C)(C)C)c1CCC
  A: -3 | B: 0.9 | C: 1 | D: 13 | E: 3 | F: 1 | G: 0 | H: 4 | I: 0.9 | J: 1.1
O=C(NC1CCCCCC1)C1CCCN(S(=O)(=O)c2cccs2)C1 (stereo not drawn)
  A: -9 | B: 0.9 | C: 0.9 | D: 15 | E: -10 | F: 1 | G: -2 | H: 1 | I: 0.9 | J: 1
COc1ccc(CC(=O)Nc2c3c(nn2C(C)(C)C)CS(=O)C3)cc1 (stereo not drawn)
  A: -16 | B: 0.9 | C: 0.9 | D: 15 | E: 2 | F: 1.1 | G: -5 | H: 4 | I: 0.8 | J: 1
c1ccc(-c2oc3ncnc(NCCCn4ccnc4)c3c2-c2ccccc2)cc1
  A: -10 | B: 0.8 | C: 0.9 | D: -8 | E: 0 | F: 1 | G: -1 | H: 2 | I: 1.1 | J: 1
CCN(c1ccccc1)S(=O)(=O)c1cc(OC)ccc1OC
  A: -7 | B: 0.9 | C: 1 | D: 8 | E: -4 | F: 1 | G: 0 | H: 3 | I: 0.9 | J: 1.1
CCOc1ccc2nc(SC3CC(=O)N(c4ccccc4)C3=O)sc2c1 (stereo not drawn)
  A: -11 | B: 0.9 | C: 0.9 | D: 9 | E: / | F: 1 | G: -3 | H: 2 | I: 0.9 | J: 1
FC(F)(F)c1cccc(CN2CCC(c3cc(-c4cccs4)n[nH]3)CC2)c1
  A: -23 | B: 1 | C: 0.9 | D: 17 | E: 3 | F: 1 | G: -5 | H: 8 | I: 0.8 | J: 1.1

The list goes on.
Screens by letter – A = TNAP inh no acc; B = PMI act; C = PMI act satM6P; D = Diaphorase inh; E = Efa HMGR inh; F = TNAP act hiacc; G = TNAP inh hiacc; H = G6PDH CS; I = Diaphorase act; J = FLuc act counter
O=C(Nc1cccc(S(=O)(=O)NCc2ccco2)c1)c1cc(-c2ccccc2)nc2ccccc12
  A: 0 | B: 0.8 | C: 0.9 | D: 23 | E: 2 | F: 0.9 | G: 5 | H: 7 | I: 0.8 | J: 1
CCOc1ccc(N(CC(=O)NC2CCCCC2)S(=O)(=O)c2c(C)noc2C)cc1
  A: -9 | B: 1 | C: 1 | D: 14 | E: -4 | F: 1 | G: 0 | H: 15 | I: 0.9 | J: 1.1
NNC(=O)CCn1c2ccccc2c2ccccc21
  A: -5 | B: 1 | C: 1 | D: 10 | E: -2 | F: 1 | G: -4 | H: 10 | I: 0.9 | J: 1
CCC(SC1=N/C(=C/c2ccccc2)C(=O)N1c1ccccc1)C(=O)Nc1cc(C)on1 (stereo not drawn)
  A: -17 | B: 0.8 | C: 0.9 | D: 19 | E: -7 | F: 1 | G: -1 | H: 5 | I: 0.8 | J: 1.1
CC(=O)n1cc(C(C[N+](=O)[O-])SCCN)c2ccccc21 (stereo not drawn)
  A: 37 | B: 0.9 | C: 0.9 | D: 8 | E: -4 | F: 1 | G: -2 | H: 3 | I: 0.9 | J: 1.1
CCc1ccc2c(c1)c(N=NC1=NC(=O)CS1)c(O)n2CC
  A: 14 | B: 1.1 | C: 1.1 | D: 79* | E: 2 | F: 0.9 | G: 8 | H: 7 | I: 0.2 | J: 1.1
COC(=O)c1cccc(NC(=O)/C(=C\c2ccccc2)NC(=O)c2ccccc2Cl)c1
  A: 3 | B: 1.1 | C: 1 | D: 6 | E: -1 | F: 1.1 | G: -9 | H: 2 | I: 0.9 | J: 1.1
CCOC(=O)C1CCC(CNCc2ccc(Cl)cc2)CC1 (stereo not drawn)
  A: -5 | B: 1.1 | C: 1.1 | D: 6 | E: 1 | F: 1 | G: -3 | H: 2 | I: 0.9 | J: 1.1
COc1ccc(CCNC(=O)COc2ccc(N(C)S(=O)(=O)c3ccc(C)cc3)cc2)cc1OC
  A: -19 | B: 1 | C: 1 | D: 11 | E: -5 | F: 1 | G: -4 | H: -4 | I: 0.9 | J: 1
CCN(CC)c1ccc(NC(=O)Nc2cccc(C(C)=O)c2)cc1
  A: -6 | B: 0.7 | C: 0.7 | D: 31 | E: -2 | F: 1 | G: 0 | H: -16 | I: 0.7 | J: 0.5

Laid out differently: six of the compounds above
compound	TNAP inh no acc	PMI act	PMI act satM6P	Diaphorase inh	Efa HMGR inh	TNAP act hiacc	TNAP inh hiacc	G6PDH CS	Diaphorase act	FLuc act counter
NNC(=O)CCn1c2ccccc2c2ccccc21	-5	1	1	10	-2	1	-4	10	0.9	1
CCC(SC1=N/C(=C/c2ccccc2)C(=O)N1c1ccccc1)C(=O)Nc1cc(C)on1 (stereo not drawn)	-17	0.8	0.9	19	-7	1	-1	5	0.8	1.1
CC(=O)n1cc(C(C[N+](=O)[O-])SCCN)c2ccccc21 (stereo not drawn)	37	0.9	0.9	8	-4	1	-2	3	0.9	1.1
CCc1ccc2c(c1)c(N=NC1=NC(=O)CS1)c(O)n2CC	14	1.1	1.1	79*	2	0.9	8	7	0.2	1.1
COC(=O)c1cccc(NC(=O)/C(=C\c2ccccc2)NC(=O)c2ccccc2Cl)c1	3	1.1	1	6	-1	1.1	-9	2	0.9	1.1
CCOC(=O)C1CCC(CNCc2ccc(Cl)cc2)CC1 (stereo not drawn)	-5	1.1	1.1	6	1	1	-3	2	0.9	1.1

Continued:
Screens by letter – A = TNAP inh no acc; B = PMI act; C = PMI act satM6P; D = Diaphorase inh; E = Efa HMGR inh; F = TNAP act hiacc; G = TNAP inh hiacc; H = G6PDH CS; I = Diaphorase act; J = FLuc act counter
COc1cc2c(C)nc3onc(-c4ccccc4)c3c2cc1OC
  A: -10 | B: 0.9 | C: 0.9 | D: 6 | E: 1 | F: 1 | G: -4 | H: -22 | I: 0.9 | J: 1.1
CC(C(=O)NC(C)(C)C)N(Cc1cccs1)C(=O)CCN1CCc2ccccc21 (stereo not drawn)
  A: -8 | B: 1 | C: 0.9 | D: 8 | E: 0 | F: 1 | G: -2 | H: 0 | I: 0.9 | J: 1.1
O=C(NC1CCCC1)C(c1ccsc1)N(Cc1ccco1)C(=O)Cc1cccs1 (stereo not drawn)
  A: -12 | B: 1 | C: 0.9 | D: 14 | E: 0 | F: 1.1 | G: -5 | H: 6 | I: 0.9 | J: 1
O=C(CCNS(=O)(=O)c1ccc(Br)s1)Nc1ccc(Cl)cc1
  A: -4 | B: 0.9 | C: 0.9 | D: 13 | E: 2 | F: 1 | G: 0 | H: -7 | I: 0.9 | J: 1

The order is random; about 1.7% have a hit in one of these screens.
